FBPA coupling cs: qHTS Assay for Inhibitors of Fructose-1,6-bisphosphate Aldolase from Giardia Lamblia: Coupling assay counterscreen | coupling enzyme system counterscreen, AmpLite Red fluorescence | activity change, negative = inhibition, % at 58.2 µM, hits read low | 0.67% of 290,000 active | AID 2472, 2010; in the data active = activity change below about -30%
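Fluorescence at 525 nm excitation and 598 nm emission measured inhibition of the coupled detection system without aldolase. Compounds (at 57.5 uM final) were preincubated 10 min at room temperature with coupling enzyme reagent before a 20 min substrate/AmpLite Red step.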
* hit, by the source's call. % is set by controls: 0 for no effect and ±100 for the full control effect. Not all compounds are listed. The share of hits here may be higher or lower than overall.

mol | FBPA coupling cs
CCCCCC1=C2CNC(CCC)(C(=O)OC)C=C2C(C)C1=O (stereo not given) | -15.6
CC1(C)CC[C@]2(C)CC[C@@]3(C)C(=CCC4[C@@]5(C)CCC(O)C(C)(C)C5CC[C@@]43C)C2C1 (stereo not given in full) | 2.7
O=C(O)CCCC/C=C\C[C@@H](O)/C=C/C=C/C=C\[C@@H](O)CCCC(=O)O | 0.3
COc1ccc(Nc2ncnc3ccc(OC)cc23)cc1 | -1.2
CCC/C=C(\CCC)C(NC(=O)c1cccs1)c1ccc(C(F)(F)F)cc1 (stereo not given) | -10.2
Nc1ccccc1NC(=O)c1ccc(CNC(=O)OCc2cccnc2)cc1 | 1.7
COCCNc1ncnc2ccc(-c3ccc(N(C)C)cc3)cc12 | -4.5
C=CCOC(=O)NC(CC(=Nc1ccc(OC)cc1)C(=O)OC)c1ccccc1 (stereo not given) | -3.1
COCCNc1ncnc2ccc(-c3ccccc3CN(C)C)cc12 | 0.1
O=S(=O)(Nc1cc(O)cc2cccnc12)c1ccc(Cl)s1 | -63.9*
CN[C@@H]1[C@H](O[C@@H]2O[C@H](C)[C@@](O)(CO)[C@H]2O[C@H]2[C@H](O)[C@H](O)[C@H](N=C(N)N)[C@@H](O)[C@@H]2N=C(N)N)O[C@@H](CO)[C@H](O)[C@H]1O | 0.1
O=C(O)c1ccc(CCN2CCN(CC=Cc3ccc(Cl)cc3)CC2)cc1 | 5.1
N[C@H](C(=O)O)c1ccc(O)c(C(=O)O)c1 | -0.4
COC(=O)C/C=C/C(C)C(OCc1cccc(Br)c1)C(C)C(OC)C1CCCCC1 (stereo not given) | 2.3
O=C(Nc1ccccc1)N1CC2(CCN(C(=O)c3ccco3)CC2)C1 | 1.2
CN1CCN(c2ncnc3ccc(-c4ccc(C(=O)N(C)C)cc4)cc23)CC1 | -0.4
CNc1cc(-c2ccccc2C)ncn1 | -1.0
COCOc1ccc(Br)cc1C(=O)/C=C\c1ccc2c(c1)OCO2 | -0.5
CCCCC/C=C\C/C=C\C/C=C\C/C=C\CCCCCC(=O)NCCCC(=O)O | -1.8
Cc1cnc(CNc2nc(-c3cccnc3)nc3ccccc23)cn1 | -0.9
CC(C)C[C@H](NC(=O)CNC(=O)[C@@H]1CCCN1C(=O)[C@H](CCCNC(=N)N)NC(=O)[C@H](CC(=O)O)NC(=O)[C@@H](NC(=O)[C@H](CC(N)=O)NC(=O)[C@@H](NC(=O)[C@H](CC(=O)O)NC(=O)CNC(=O)[C@@H](NC(=O)[C@@H](NC(=O)[C@H](C)NC(=O)[C@@H](N)CCC(N)=O)[C@@H](C)O)C(C)C)C(C)C)[C@@H](C)O)C(=O)N[C@@H](CC(C)C)C(=O)N[C@@H](CC(=O)O)C(=O)N[C@@H](CC(C)C)C(=O)N[C@@H](CCCCN)C(=O)O | 1.5
COC(=O)CC1[C@@]2(C)C[C@]34OC5(C)OC6(C7CC(=O)OC(c8ccoc8)[C@]7(C)CCC6(O5)[C@]13C)C(OC(C)=O)[C@]4(OC(C)=O)C2OC(C)=O (stereo not given in full) | 5.4
CC(C)NC(=O)N1CC[C@@]2(CCCN(S(=O)(=O)c3ccccc3)C2)C1 | 0.2
CCCCC/C=C\C\C=C/C=C/C=C/[C@@H](O)[C@@H](O)CCCC(=O)O | 3.2
CCNc1ncc2nc(-c3cc(F)cc(F)c3)c(=O)n(CCOC)c2n1 | -1.2
CCCCC1=CC2=C(OC(C)=O)C(=O)C(C)(OC(=O)c3ccc(Cl)nc3)C(=O)C2=CO1 (stereo not given) | 0.6
CCC[C@@H]1CC2=CC(=O)CC[C@]2(C)[C@H]2CC[C@@]3(C)[C@@H](CC[C@@]34CCC(=O)O4)[C@H]12 | 0.6
FC(F)(F)c1ccccc1-c1nc(N2CCOCC2)c2ccccc2n1 | -0.1
COC(=O)c1ccccc1C[C@]1(C(=O)OC)C=C[C@H](C)[C@@H](c2ccccc2)N1C(=O)C(F)(F)F | 2.0
O=C1CCC[C@@H](C2=CCCCC2=O)C1 | -0.2
COc1ccc(CNc2ccnc(-c3cccc(C#N)c3)n2)c(OC)c1 | -2.5
CN1CCN(c2ncc3ncc(=O)n(CCc4ccccc4)c3n2)CC1 | 4.2
COCCn1c(=O)c(-c2ccc(Cl)cc2)nc2cnc(Oc3cccc(Cl)c3)nc21 | -3.2
CCCn1c(=O)c2[nH]c(-c3ccc(OCC(=O)Nc4ccc(C(C)=O)cc4)cc3)nc2n(CCC)c1=O | 9.5
CCOC(=O)C(Cc1ccc(O)cc1)NC(C)=O (stereo not given) | 3.6
COC(=O)[C@@H](N)CSC/C=C(\C)CC/C=C(\C)CCC=C(C)C | 0.4
COCCn1c(=O)c(-c2ccccc2)nc2cnc(Oc3ccc(OC)cc3)nc21 | 0.9
CC(C)Nc1oc(-c2ccccc2)nc1-c1cccc2ccccc12 | 1.5
CO/N=C(/C(=O)NC1C(=O)N2C(C(=O)O)=C(COC(N)=O)CSC12)c1ccco1 (stereo not given) | 0.3
Clc1ccccc1-c1nc(NC2CCNCC2)c2ccccc2n1 | -1.4

Structural class, the entries above containing a furan ring, fused or not
mol | FBPA coupling cs
O=C(Nc1ccccc1)N1CC2(CCN(C(=O)c3ccco3)CC2)C1 | 1.2
COC(=O)CC1[C@@]2(C)C[C@]34OC5(C)OC6(C7CC(=O)OC(c8ccoc8)[C@]7(C)CCC6(O5)[C@]13C)C(OC(C)=O)[C@]4(OC(C)=O)C2OC(C)=O (stereo not given in full) | 5.4
CO/N=C(/C(=O)NC1C(=O)N2C(C(=O)O)=C(COC(N)=O)CSC12)c1ccco1 (stereo not given) | 0.3

Next compounds follow:
mol | FBPA coupling cs
CCCCCCCCCCCCCCCC(N)=O | -0.2
Cc1ccccc1Nc1oc(-c2ccccc2)nc1CCc1ccccc1 | -0.5
O=C(c1cccc(F)c1)N1CCC2(CCCN(C(c3ccccc3)c3ccccc3)C2)CC1 | -0.1
CN(C)Cc1ccccc1-c1nccc(NCc2cccs2)n1 | 1.9
C=C1C(=O)C=C2CN(C(=O)c3ccccc3)[C@@](Cc3ccc(OC)cc3)(C(=O)OC)[C@@H]12 | -0.9
CC(C)=NO[C@@H](C)CN1CCCCc2nc(C)c(C)cc21 | 1.1
COc1cc(CCNC(C)=O)c(C(=O)/C=C/c2cccc(OC)c2OC)cc1OC | 3.4
COc1ccc(C2CC(=O)c3c(O)cc(OC4OC(COC5OC(C)C(O)C(O)C5O)C(O)C(O)C4O)cc3O2)cc1O (stereo not given) | 2.0
CNC(=O)[C@H](C)/C=C/C(NC(=O)OCc1ccccc1)c1ccc(C(=O)OC)cc1 (stereo not given in full) | -1.2
CSCC[C@H](NC(=O)c1ccc(NC[C@@H](N)CS)cc1-c1ccccc1)C(=O)O | 0.1
CN1CCN(c2ncc3nc(CCc4ccccc4)c(=O)n(Cc4ccc(F)cc4)c3n2)CC1 | 5.4
CC(=O)O[C@H]1C2=CO[C@H](C)[C@H]3[C@H]4C5=C([C@H](O)[C@H]6O[C@@H]6C5=O)[C@H](O[C@H]4C)[C@@]23C(=O)[C@H]2O[C@@H]21 | -0.3
Cc1cc(C)c(S(=O)(=O)Nc2cccc(C(F)(F)F)c2)c(C)c1 | -8.8
COc1cccc(Nc2ncc3nc(-c4cccs4)c(=O)n(CCC#N)c3n2)c1 | 0.0
COc1ccccc1N1CCN(C[C@@H]2CN3C(=O)N(C)c4ccccc4C3=N2)CC1 | 5.8
CC/C=C\C/C=C\C/C=C\CCCCCCCCCC(=O)O | -3.0
COCCn1c(=O)c(C)nc2cnc(Oc3ccc(OC)cc3)nc21 | -7.6
COc1ccc(/C=C/C(=O)c2cc(O)ccc2O)cc1 | 0.2
C[C@@H](C1[C@@H](O)CC2C3C=CC4C[C@@H](O)CC[C@]4(C)[C@H]3CC[C@@]21C)[C@@H]1CCCCN1 (stereo not given in full) | -0.3
CC(C)(C)[Si](C)(C)c1c2c(nc3ccc(OCc4ccccc4)cc13)-c1cccc(=O)n1C2 | -10.2

In a second layout: results already given.
CC/C=C\C/C=C\C/C=C\CCCCCCCCCC(=O)O
  FBPA coupling cs = -3.0

COCCn1c(=O)c(C)nc2cnc(Oc3ccc(OC)cc3)nc21
  FBPA coupling cs = -7.6

(list continues)
mol | FBPA coupling cs
CC12C=C(/C=C/CCc3ccco3)C(C)(C1)[C@H](CCc1ccco1)CC2=O (stereo not given in full) | 3.8
CC(=O)NCCNc1ncncc1-c1ccccc1C(F)(F)F | 1.4
COc1ccc(CNC(=O)[C@H](C)[C@H]2C[C@]2(C)[C@H](NC(=O)OCc2ccccc2)c2ccccc2)cc1OC | 0.9
CCCn1c(C)nc2c(N(CCN(C)C)Cc3ccccc3)nc(C)nc21 | 1.9
COc1ccc(C(=O)N2CCC[C@@]3(CCN(C(=O)Nc4ccccc4)C3)C2)cc1 | 1.9
C#CCCCO/N=C1/C[C@@H](O)[C@@H](O)[C@@H]2[C@H]3C(=O)N(c4ccc(F)cc4F)C(=O)[C@@H]3CC[C@H]12 | -0.1
CC(=O)OC1CC2C(C)(C)C(=O)C3OC3[C@]2(C)C2CC[C@@]3(C)C(c4ccoc4)OC(=O)C4OC43[C@]12C (stereo not given in full) | 0.3
C[C@H]1COc2c(N3CCN(C)CC3)c(F)cc3c(=O)c(C(=O)NCc4ccco4)cn1c23 | 2.6
c1cc(CN2CCCNCCNCCCNCC2)ccc1CN1CCCNCCNCCCNCC1 | -2.4
CCOC(=O)C1=NO[C@@]2(C=C(Br)C(=O)[C@H]3O[C@H]32)C1 | 1.7
CCNc1ncc2nc(C)c(=O)n(CCc3ccccc3)c2n1 | 4.5
CN(Cc1ccco1)c1ncnc2ccc(-c3cccc(C#N)c3)cc12 | -5.7
C=CCOC(=O)C1(C(NC(=O)OC)c2ccccc2)C(=O)Cc2ccccc21 (stereo not given) | 3.0
CCC/C=C(\CCC)C(NC(=O)CCc1ccccc1)c1ccc(C(F)(F)F)cc1 (stereo not given) | -7.5
O=C(c1csnn1)N1CCC2(CC1)CCN(c1ccncc1)CC2 | 1.7
CC(=O)OC[C@@H]1O[C@H](C/C=N\O[C@@H](C)CN2CCCc3nc(C)c(C)cc32)C=C[C@@H]1OC(C)=O | 0.2
O=C(Nc1cc(Cl)cc2c1[nH]c1cnccc12)c1cccnc1 | 0.0
CC1(OC(=O)c2ccco2)C(=O)C=C2C=C(c3ccsc3)OC=C2C1=O (stereo not given) | 0.2
COc1ccc(NC2C[C@H]3CCCC(=O)N4CC[C@@H](C2)[C@@H]34)cc1 (stereo not given in full) | -5.5
C=C(N(C)C)[C@]1(C)C[C@H]1[C@H](NC(=O)CNC(=O)OCc1ccccc1)c1ccccc1 | 2.9
O=C(O)CC/C=C\CC[C@H]1[C@@H](N2CCCCC2)[C@@H](O)C[C@@H]1OCc1ccc(-c2ccccc2)cc1 | -1.5
COC(=O)[C@]1(C)CCC[C@]2(C)c3ccc(C(C)C)cc3C(=O)CC12 (stereo not given in full) | -1.8
CN(C)c1ncc2nc(-c3ccc(F)cc3)c(=O)n(C)c2n1 | 2.7
O=c1[nH]c2cc(Cl)c(O)cc2o1 | 0.6
O=C1[C@H]2[C@H]3[C@H](O)[C@H](O)C/C(=N/OCc4ccccc4)[C@H]3CC[C@@H]2C(=O)N1C1CCCCC1 | 3.3
COc1cccc(-c2cc(=O)c3ccc(OC)cc3o2)c1 | 3.2
C[C@H](NC(=O)N1CCc2nc(-c3ccccc3)c3c(c2C1)CO[C@@H](C)C3)c1ccccc1 | -0.5
COCC(=O)C(C(=O)OC)[C@H](CCc1ccccc1)NC(=O)OC (stereo not given in full) | -1.3
CN(C)Cc1ccccc1-c1ccc2ncnc(N3CCOCC3)c2c1 | -5.0
O=c1c2ncn([C@@H]3O[C@@H]4COP(=O)(O)O[C@H]4[C@H]3O)c2nc2[nH]c(-c3ccccc3)cn12 | -1.1
Cn1c(=O)c(-c2ccc(Cl)cc2)nc2cncnc21 | 2.7
C[C@H]1CCC[C@@]2(C)CCCC[C@]12O | 1.4
O[C@@H]1CO[C@H]2C1OC[C@@H]2O (stereo not given in full) | 4.1
Cc1cnc(CNc2cc(-c3ccc(C(=O)N(C)C)cc3)ncn2)cn1 | 0.7
O=C(Nc1ccccc1)N1CC2(CCN(C(=O)c3ccncc3)CC2)C1 | 1.3
COc1ccccc1-c1cc(NCc2cccnc2)ncn1 | 1.4
COC(=O)N1CCC2(CC1)CN(c1ccc(-c3ccccc3)cc1)C2 | -1.0
Cc1cnc(CNc2ccnc(-c3ccc(N(C)C)cc3)n2)cn1 | -1.9
COc1ccc(C(=O)OC2CC3CC[C@H](C2)N3C(C)=O)cc1OC (stereo not given in full) | 4.2
COC(=O)[C@H](Cc1ccccc1)NC(=O)[C@]1(C)C[C@H]1[C@H](NC(=O)OCc1ccccc1)c1ccccc1 | -2.3
Cc1cccc(CNc2ccnc(-c3ccc(N(C)C)cc3)n2)c1 | -13.5
CCC1=C2CC[C@H]3C(=O)N(c4ccccc4)C(=O)[C@H]3[C@H]2[C@@]2(Cc3ccccc3)C(=NCc3ccccc3)OC(=O)N2C1=O | -1.0
CC1(C)CC[C@]2(C(=O)O)CC[C@]3(C)C(=CCC4[C@@]5(C)CC[C@H](O)C(C)(C)[C@@H]5CC[C@]43C)C2C1 (stereo not given in full) | 3.5
COc1cccc([C@@H]2Oc3ccc(OC)cc3C[C@H]2OC(=O)Nc2cc(OC)c(OC)c(OC)c2)c1 | 3.7
COCCn1c(=O)c(-c2ccc(OC)cc2)nc2cnc(N3CCNCC3)nc21 | 3.2

Arranged by molecular weight (lowest first): some entries from above
mol | FBPA coupling cs
Cc1cccc(CNc2ccnc(-c3ccc(N(C)C)cc3)n2)c1 | -13.5
COc1cccc([C@@H]2Oc3ccc(OC)cc3C[C@H]2OC(=O)Nc2cc(OC)c(OC)c(OC)c2)c1 | 3.7
COC(=O)[C@H](Cc1ccccc1)NC(=O)[C@]1(C)C[C@H]1[C@H](NC(=O)OCc1ccccc1)c1ccccc1 | -2.3

Screening results (PubChem BioAssay)
